# SUMO1 PPI mod: modulators of SUMO1 protein-protein interactions, primary screen, biochemical, uHTS; inhibition, % at 20 µM; hit rate 0.33% among 360,000; SUMO1 binding to a labelled peptide, TR-FRET, 1 h; in the data active = inhibition above about 37%
# Target sequence (P63165 whole entry, looked up): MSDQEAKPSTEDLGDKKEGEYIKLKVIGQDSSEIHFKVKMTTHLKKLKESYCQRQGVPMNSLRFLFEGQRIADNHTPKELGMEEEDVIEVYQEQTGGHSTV
# Rin1 Abl inh: inhibitors of Rin1-Abl protein binding, primary screen, biochemical, TR-FRET. Tyrosine-protein kinase ABL1 (Homo sapiens) + Ras and Rab interactor 1 (Homo sapiens), …. inhibition, % at 7.35 µM. hit rate 0.4% among 360,000. AID 588664, 2011; in the data active = inhibition above about 5%, passing the limit was not always enough
# Neddyl block: inhibitors of cullin neddylation, primary screen, biochemical, TR-FRET, uHTS, NAE and Ubc12 | NEDD8-conjugating enzyme Ubc12 (Homo sapiens) + NEDD8-activating enzyme E1 regulatory … | hit rate 0.58% among 360,000 | calls only at 25 µM; in the data active = inhibition above about 36%
# DNMT1 block: human DNMT1 methyltransferase inhibitors, primary screen, biochemical, molecular beacon, fluorescence, HinP1I cleavage, uHTS | inhibition (reported as % activation of signal), % at 10 µM | hit rate 0.83% among 360,000 | DNA (cytosine-5)-methyltransferase 1 (Homo sapiens), P26358; in the data active = inhibition above about 50%
# NadD inh: inhibitors of S. aureus NadD, primary screen, biochemical, colorimetric, uHTS | Nicotinate-nucleotide adenylyltransferase NadD (Staphylococcus aureus N315) | purified NadD enzyme, colorimetric absorbance read-out | inhibition, % at 20 µM | hit rate 0.78% among 360,000 | AID 602399, 2012; in the data active = inhibition above about 26%; also: some compounds past the cut are filed as inactive
# Rpn11 block: Rpn11 (PSMD14) deubiquitinase inhibitors, primary screen, biochemical, fluorescence polarization, uHTS | calls only at 20 µM | hit rate 0.59% among 360,000 | human 26S proteasome, Ub4-pepOG fluorescence polarization; 20S core pre-blocked with epoxomicin;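 active = inhibition at 20 µM, scaled to each plate's controls, above about 33%, limit read from the data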
# Target sequence (O00487 whole entry, looked up): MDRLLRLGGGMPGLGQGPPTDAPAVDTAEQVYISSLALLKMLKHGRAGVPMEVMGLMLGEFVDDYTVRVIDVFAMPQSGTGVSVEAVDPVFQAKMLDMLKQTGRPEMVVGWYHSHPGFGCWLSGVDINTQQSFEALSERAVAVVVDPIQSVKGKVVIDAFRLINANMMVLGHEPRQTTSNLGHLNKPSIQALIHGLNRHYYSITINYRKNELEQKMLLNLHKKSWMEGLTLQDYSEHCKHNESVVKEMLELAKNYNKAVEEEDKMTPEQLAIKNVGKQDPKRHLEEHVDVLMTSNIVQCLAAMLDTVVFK
# CSN inh: inhibitors of CSN-mediated cullin deneddylation, primary screen, biochemical, fluorescence polarization, uHTS. COP9 signalosome complex subunit 5 (Homo sapiens), Q92905. hit rate 0.38% among 360,000. Purified CSN, SCF-Nedd8-OG deneddylation. inhibition, % at 12.5 µM;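 active = pattern-corrected inhibition above about 35%, with an unprinted fluorescence ratio check between 0.5 and 1.5, limit read from the data, passing the limit was not always enough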;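 also: 0% = enzyme with substrate and 100% = substrate without enzyme; some results filed as inactive read as strong as hits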
#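 Detection – fluorescence polarization · System – HEK293T-derived human Csn5 enzyme · Controls – substrate-only high control, full reaction low control · Timing – 90 min, room temperature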
# LMPTP block: LMPTP phosphatase inhibitors, primary screen, biochemical, fluorescence intensity, uHTS; Low molecular weight phosphotyrosine protein phosphatase (Homo sapiens), P24666; recombinant LMPTP-A, OMFP fluorogenic substrate; inhibition, % at 20 µM; hit rate 0.22% among 360,000; AID 651560, 2012;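 active = compounds that cut the enzyme signal by at least half of the control window in the single-dose screen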;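 also: plate controls were DMSO wells with enzyme plus substrate for no effect and substrate without enzyme for full effect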
# Target sequence (P24666 whole entry, looked up): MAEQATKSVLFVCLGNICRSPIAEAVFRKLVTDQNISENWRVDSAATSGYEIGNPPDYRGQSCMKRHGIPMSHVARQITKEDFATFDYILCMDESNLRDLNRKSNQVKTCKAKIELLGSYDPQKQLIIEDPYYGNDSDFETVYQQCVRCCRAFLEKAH
#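 Test system: LMPTP-A, protein tyrosine phosphatase of low molecular weight; Input: 0.625 nM enzyme; Incubation: 50 min dark incubation at room temperature; Signal: endpoint fluorescence intensity from OMFP dephosphorylation; Read-out basis: % inhibition versus control wells.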
# STEP block: STEP phosphatase inhibitors, primary screen, biochemical, fluorescence intensity, uHTS; hit rate 0.25% among 360,000; recombinant STEP, OMFP fluorogenic substrate; AID 588621, 2011; inhibition, % at 20 µM;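 active = inhibition at 20 µM, scaled per plate between control wells, above about 37%, limit read from the data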;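 also: 0% = DMSO with enzyme and substrate and 100% = substrate only without enzyme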
#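 Also added – OMFP at 25 µM · Test system – STEP tyrosine phosphatase · Technique – FITC-channel fluorescence of OMFP product · Schedule – 20 min at room temperature, dark · Evaluation – control-normalized % inhibition with plate pattern correction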
# Scp-1 inhibitor: Scp-1 phosphatase inhibitors, primary screen, biochemical, colorimetric, uHTS | Carboxy-terminal domain RNA polymerase II polypeptide A small phosphatase 1 (Homo … | Recombinant Scp1, phosphopeptide, malachite green phosphate absorbance | inhibition, % at 20 µM | hit rate 0.88% among 340,000 | AID 493091, 2011;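 active = inhibition above about 50% at 20 µM, limit read from the data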;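 also: plate controls were DMSO wells with enzyme for no effect and wells lacking enzyme for full effect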
# Target sequence (Q9GZU7 76-261 limits assumed): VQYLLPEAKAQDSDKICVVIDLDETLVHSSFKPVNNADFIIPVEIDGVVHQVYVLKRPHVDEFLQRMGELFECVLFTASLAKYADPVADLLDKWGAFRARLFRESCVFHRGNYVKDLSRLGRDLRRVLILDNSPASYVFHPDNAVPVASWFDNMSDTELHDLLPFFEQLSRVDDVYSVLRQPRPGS
#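 assay system = SCP-1 phosphatase catalytic domain, residues 76-261 | buffer or medium = 50 mM Tris acetate pH 5.5, 0.005% Tween-20, 10 mM MgCl2 | incubation = enzyme reaction 45 min at room temperature, colour 5 min, stabilisation 30 min | signal = Phosphate-binding colour reagent, absorbance read at 630 nm | measure = % inhibition at 20 µM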
# An asterisk follows results filed as active; i = inactive; x = no result given. Only part of the results is shown; rates above refer to the full screens.
1: C#C[C@@]1(O)CCC2C3CCC4=C/C(=N/OCC(=O)NC(CCC(N)=O)C(=O)O)CC[C@]4(C)C3CC[C@@]21C (some centres undefined)
2: CC1=CP(=O)(Oc2ccc([N+](=O)[O-])cc2)CC1 (centres undefined)
3: Cc1cccc(-n2c(CN3C(=O)c4ccccc4C3=O)nc3ccccc3c2=O)n1
4: C=C1C[C@]2(O)[C@@]3(C)CCC(=O)C(C)(C)C3=C(O)C(=O)[C@@]2(C)[C@@H]2C(=O)O[C@@](C)(C(=O)OC)C(=O)[C@@]12C
5: O=C1OC(c2ccc(Br)cc2)=N/C1=C\N1CC2CC(C1)c1cccc(=O)n1C2 (centres undefined)
6: OCCOCC#CCN1CCOCC1
7: CCOc1cc(/C=C2\C(=O)NC(=O)N(C)C2=O)cc([N+](=O)[O-])c1O
8: CCOC(=O)N(CC)c1ccc(C(O)(C(=O)OC)C(F)(F)F)cc1 (centres undefined)
compound no.	1	2	3	4	5	6	7	8
SUMO1 PPI mod	-2	-8	-4	0	-19	-2	-14	0
Rin1 Abl inh	0	2	-1	8	-6	0	-1	2
Neddyl block	i	i	i	i	i	i	i	i
DNMT1 block	1	3	6	4	-3	1	-3	2
NadD inh	-2	-5	-1	4	4	1	-5	-3
Rpn11 block	i	i	i	i	i	i	i	i
CSN inh	-2	-2	3	4	-1	3	-1	0
LMPTP block	-0.9	-2.6	0.7	-0.3	-0.4	-1.2	-0.9	-1.8
STEP block	0	-1	-3	-1	3	-4	1	-1
Scp-1 inhibitor	-7	x	-6	10	1	-6	-4	-3

# Limited to Neddyl block, for some of the entries so far:
cpd | Structure | Neddyl block
5 | O=C1OC(c2ccc(Br)cc2)=N/C1=C\N1CC2CC(C1)c1cccc(=O)n1C2 (centres undefined) | i
6 | OCCOCC#CCN1CCOCC1 | i

# (cont.)
9: COC(=O)C1=C(c2ccc(OCc3ccccc3)cc2)C[C@@H]2CC[C@H]1N2C(=O)NCc1cccc(F)c1
10: CC(=O)O[C@H]1CC[C@@]2(C)C(=CC[C@@H]3[C@@H]2CC[C@]2(C)C(=O)CC[C@@H]32)C1
11: COc1ccc(N=C(C)c2c(O)[nH]c(=O)[nH]c2=O)cc1
12: c1ccc(CCNCc2cccs2)cc1
13: CN(CCCCC(=O)/C=N/O)Cc1ccccc1 (tested in a mixture with another compound)
14: CCN(CC)CCN=Cc1c(O)n(C2CCCCCC2)c(=O)[nH]c1=O
15: COc1ccc2[nH]c3c(c2c1)CCN[C@H]3C
16: CCCCC1(CCCC)C(=O)NC(=Nc2cccc(C)c2)NC1=O
compound no.	9	10	11	12	13	14	15	16
SUMO1 PPI mod	5	9	1	6	-1	0	-1	2
Rin1 Abl inh	-3	2	1	2	2	2	0	-2
Neddyl block	i	i	i	i	i	i	i	i
DNMT1 block	-10	14	0	-1	1	1	-4	3
NadD inh	0	-1	0	-7	-1	6	-2	0
Rpn11 block	i	i	i	i	i	i	i	i
CSN inh	-2	-3	4	3	2	7	4	1
LMPTP block	8.9	2.1	-1.6	0.2	-1.3	-6.1	2.0	-1.3
STEP block	6	8	-1	0	-1	2	-3	2
Scp-1 inhibitor	x	-14	-10	-6	-7	-8	-6	-1

# Some values from the list:
# Entry of no. 13 in Rin1 Abl inh: 2
# Entry of no. 15 in LMPTP block: 2.0

# New compounds follow:
17: O=C1C2CCCN2C(c2cccnc2)N1c1ccc(Cl)cc1 (centres undefined)
18: CCCCCCC(=O)N/N=C/c1c(O)n(CCc2ccccc2)c(=O)[nH]c1=O
19: O=P(/C=C1\OCc2ccccc21)(Oc1ccccc1)Oc1ccccc1
20: O=C1NCN(c2ccccc2)C12CCN(C(c1ccccc1OC(F)(F)F)c1nnnn1-c1ccc3c(c1)OCCO3)CC2 (centres undefined)
21: COC(=O)C1=C(c2ccc(OC(F)(F)F)cc2)C[C@@H]2CC[C@H]1N2C(=O)NC1CCCCC1
22: CCOc1cc(C=C2C(=O)NC(=O)NC2=O)ccc1OCC(=O)N1CCOCC1
23: O=C(O)[C@@H]1C[C@H]1[C@@H](NP(=O)(c1ccccc1)c1ccccc1)c1ccccc1
24: O=[N+]([O-])c1ccc(-[n+]2c(-c3ccccc3)cc(-c3ccccc3)cc2-c2ccccc2)cc1
compound no.	17	18	19	20	21	22	23	24
SUMO1 PPI mod	-4	6	0	-1	8	-3	3	-33
Rin1 Abl inh	6	1	x	-3	3	-2	2	-1
Neddyl block	i	i	i	i	i	i	i	i
DNMT1 block	-2	-11	x	-30	9	-12	-1	2
NadD inh	2	10	x	20	-1	0	-5	9
Rpn11 block	i	i	x	i	i	i	i	i
CSN inh	2	0	4	2	-4	-1	0	-1
LMPTP block	-1.6	-0.3	-0.1	4.4	-2.1	-0.8	-1.5	2.8
STEP block	1	1	x	2	3	-3	3	0
Scp-1 inhibitor	-5	-14	x	x	0	-3	-8	12

25: O=C1NCN(c2ccccc2)C12CCNCC2
26: CC(=NCCN1CCCCC1)c1c(O)n(Cc2ccccc2)c(=O)[nH]c1=O
27: O=c1[nH]c(O)c(N=Nc2ccc([N+](=O)[O-])cc2)c(=O)[nH]1
28: CC(=NCCN(C)C)c1c(O)n(Cc2ccccc2)c(=O)[nH]c1=O
29: Cc1cc(C)cc(N2C(=O)NC(=O)/C(=C\c3cccn3-c3ccccc3)C2=O)c1
30: COc1ccc(-c2nn(CCC#N)cc2C(=O)NCc2ccccc2)cc1[N+](=O)[O-]
31: CCC1(CC)C(=O)N(Cc2ccccc2)C(=O)N(Cc2ccccc2)C1=O
32: Cc1ccc(NC(=O)CN2C(=O)CN=C(c3ccccc3)c3cc(Cl)ccc32)cc1
compound no.	25	26	27	28	29	30	31	32
SUMO1 PPI mod	-1	2	-21	5	5	-11	-1	3
Rin1 Abl inh	0	1	1	2	1	0	-2	1
Neddyl block	i	i	i	i	i	i	i	i
DNMT1 block	1	0	-4	4	3	-4	6	-4
NadD inh	-3	-6	-1	-2	8	4	-6	0
Rpn11 block	i	i	i	i	i	i	i	i
CSN inh	1	6	12	6	-10	4	0	0
LMPTP block	0.7	-5.0	0.3	-7.6	-1.6	-1.1	1.9	0.4
STEP block	-4	1	1	-3	1	2	3	-2
Scp-1 inhibitor	1	-8	-5	-11	3	-2	3	3

33: C/C=C(\C)C(=O)N[C@@H](c1ccccc1)[C@@H](O)C(=O)O[C@H]1C[C@@]2(O)[C@@H](OC(=O)c3ccccc3)C3[C@](C)(C(=O)[C@H](OC(C)=O)C(=C1C)C2(C)C)[C@H](O)C[C@H]1OC[C@@]31OC(C)=O (some centres undefined)
34: C[C@]12CC[C@@H](O)C[C@@H]1CC[C@@H]1[C@@H]2CC[C@]2(C)[C@@H](O)CC[C@@H]12
35: Cc1cccc(N=Nc2ccc(N(C)C)cc2)c1
36: COc1ccc2[nH]c3c(c2c1)CCNC3
37: CC(C)OP(=O)(OC(C)C)C(O)c1cccnc1 (centres undefined)
38: Cc1nn(Cc2ccccc2)c(Cl)c1C(=O)OCC(=O)NCC1CCCO1 (centres undefined)
39: Cc1cc(/C=C2\C(=O)NC(=O)N(c3ccc(Br)cc3)C2=O)c(C)n1C
40: COC1CCC(OC2CC(C3(C)CCC4(CC(O)C(C)C(C(C)/C=C(\C)C(=O)C(C)CC(C)C(=O)O)O4)O3)OC3(OC(C4OC(O)(CO)C(C)CC4C)CC3C)C2C)OC1C (centres undefined)
compound no.	33	34	35	36	37	38	39	40
SUMO1 PPI mod	8	1	-49	0	-3	7	0	5
Rin1 Abl inh	2	1	0	-1	2	1	-2	2
Neddyl block	i	i	i	i	i	i	i	i
DNMT1 block	-13	0	2	-7	3	-2	-2	-24
NadD inh	-2	-2	6	2	-1	-8	12	-2
Rpn11 block	i	i	i	i	i	i	i	i
CSN inh	0	0	3	5	2	7	18	3
LMPTP block	0.6	0.5	7.8	-1.5	-1.8	0.9	0.9	1.1
STEP block	2	-4	4	2	0	0	-3	3
Scp-1 inhibitor	1	-9	-1	-1	-4	-14	-8	-10

41: CCC1C2CC3C4N(C)c5ccccc5C45CC(C2C5O)N3C1O (centres undefined)
42: C/C(=N\NC(N)=O)c1c(O)n(C)c(=O)n(C)c1=O
43: CCCCc1nc2ccccc2c(=O)n1-c1ccccc1O
44: O=C(c1sc2ccccc2c1Cl)N1CCC2(CC1)OCCO2
45: CC1=NN(c2ccccc2)C(=O)/C1=C/c1c(O)[nH]c(=O)[nH]c1=O
46: CC1CCC(C(=O)NC(C(=O)N2CCC3(CC2)OCCO3)C(C)C)CC1 (centres undefined)
47: O=[N+]([O-])c1ccc(NCc2ccc(Cl)cc2)c2ccncc12
48: CC(C)(C)n1cc(C(=O)c2ccc3ccccc3c2O)cn1
compound no.	41	42	43	44	45	46	47	48
SUMO1 PPI mod	-1	1	0	0	-9	3	-29	-10
Rin1 Abl inh	1	5	0	2	4	0	-1	1
Neddyl block	i	i	i	i	i	i	i	i
DNMT1 block	0	0	-1	1	-2	1	-9	0
NadD inh	4	-10	-4	-1	6	3	5	-13
Rpn11 block	i	i	i	i	i	i	i	i
CSN inh	0	7	4	-2	1	1	1	0
LMPTP block	-0.5	-1.3	-3.0	-1.7	1.5	-2.0	1.4	2.9
STEP block	-1	-1	-2	0	1	-4	3	3
Scp-1 inhibitor	x	-19	6	0	-7	-5	1	-13

# Molecules from the list above containing a nitro group on carbon, in the order listed:
2: CC1=CP(=O)(Oc2ccc([N+](=O)[O-])cc2)CC1 (centres undefined)
7: CCOc1cc(/C=C2\C(=O)NC(=O)N(C)C2=O)cc([N+](=O)[O-])c1O
24: O=[N+]([O-])c1ccc(-[n+]2c(-c3ccccc3)cc(-c3ccccc3)cc2-c2ccccc2)cc1
27: O=c1[nH]c(O)c(N=Nc2ccc([N+](=O)[O-])cc2)c(=O)[nH]1
30: COc1ccc(-c2nn(CCC#N)cc2C(=O)NCc2ccccc2)cc1[N+](=O)[O-]
47: O=[N+]([O-])c1ccc(NCc2ccc(Cl)cc2)c2ccncc12
compound no.	2	7	24	27	30	47
SUMO1 PPI mod	-8	-14	-33	-21	-11	-29
Rin1 Abl inh	2	-1	-1	1	0	-1
Neddyl block	i	i	i	i	i	i
DNMT1 block	3	-3	2	-4	-4	-9
NadD inh	-5	-5	9	-1	4	5
Rpn11 block	i	i	i	i	i	i
CSN inh	-2	-1	-1	12	4	1
LMPTP block	-2.6	-0.9	2.8	0.3	-1.1	1.4
STEP block	-1	1	0	1	2	3
Scp-1 inhibitor	x	-4	12	-5	-2	1
